Bioassay records (PubChem BioAssay)
HepG2 tox: kills HepG2 cells in TGF-b inhibitor counter-screen; HepG2 CAGA-GFP viability, ATP luminescence, 18 h; Potency, µM (top dose mostly 46.1 µM), for inactives: at the highest dose activity change, negative = cytotoxicity, most hits filed as cytotoxic; 410,000 compounds, 0.76% hits; note: potency is the fitted concentration of half-maximal effect; some results filed as inactive show a strong effect at the top dose
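HepG2 CAGA-GFP cells (1000/well, DMEM with 1% FBS) received compound, then TGF-beta at 500 pg/mL final, and were incubated 18 hours at 37 degrees C. Viability was read by CellTiter-Glo luminescence. Media-only wells were set as complete cell-killing and DMSO as no toxicity.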
MmCpn inh: M. maripaludis TRiC chaperonin inhibition; purified Mm-Cpn ATPase, ADP Transcreener TR-FRET; Potency, µM (highest dose often 76.9 µM), inactives show at the highest dose activity, negative = inhibition, most hits filed as inhibitors; 330,000 compounds, 0.031% hits; note: potency is the fitted concentration of half-maximal effect; % is set by controls: 0 for no effect and ±100 for the full control effect; nearly all actives have a fitted effect of over 80% in size
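TR-FRET (320 nm excitation; 590 and 665 nm emission) reports ADP made from 10 uM ATP by 25 nM enzyme; compounds were preincubated 10 min, reaction run 30 min, both at 37°C.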
A549 tox: kills or reduces viability of A549 cells in Nrf2 counter-screen; 390,000 compounds, 0.16% hits; Potency, µM (series often up to 46 µM), for the others: at the highest dose activity change, negative = cytotoxicity, most hits filed as inhibitors; A549 ARE-Fluc cells, CellTiter-Fluor viability, 18-24 h; note: potency is the fitted concentration of half-maximal effect; % is set by controls: 0 for no effect and ±100 for the full control effect
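A549 ARE-Fluc cells in 5% FBS OPTI-MEM, 5000 cells/well, rested 2 h then exposed to compounds in concentration-response for 18-24 h at 37 °C. Viability by CellTiter-Fluor fluorescence (Ex 405/Em 525) after 30 min; luciferase luminescence (BugLite, 15 min, RT) read afterwards.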
CCT modulator: cytosolic chaperonin activity modulation; purified chaperonin ATPase assay, HTRF ADP detection, 30 min; activity change, % (concentration not given with the values), hits read low; 360,000 compounds, 0.3% hits; in the data active = activity change below about -30%; note: % is set by controls: 0 for no effect and ±100 for the full control effect
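Enzyme 40 or 20 nM (batch-dependent) in Tris pH 7.4/KCl/MgCl2/DTT; cpd 76 uM single point; ATP 10 uM; 30 min 37 °C; Transcreener ADP HTRF detection, 30 min RT; ratio 665/615.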
TGFb inhibitor: inhibitors of TGF-b signaling; HepG2 CAGA-GFP TGF-b/SMAD3 reporter, GFP fluorescence, 18 h; TGF-beta stimulated, 500 pg/mL final; Potency, µM (series often up to 46.1 µM), inactives show at the top dose activity, negative = inhibition, usual class: inhibitors; 410,000 compounds, 1.2% hits; AID 588855; note: potency is the fitted concentration of half-maximal effect; % is set by controls: 0 for no effect and ±100 for the full control effect; nearly all actives have a fitted effect of over 65% in size
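Using HEPG2 CAGA-GFP reporter cells at 1000 cells/well, we pinned test compounds, stimulated with recombinant TGF-beta (500 pg/mL final) and measured total well GFP after 18 h.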
Akt phos inh: inhibitors of Akt phosphorylation; Neuro2A IGF-stimulated pAkt S473 HTRF, 20 min; active compounds read low; activity change, % for hits at 50 µM; 360,000 compounds, 0.32% hits; AID 651550; in the data active = activity change below about -80%; inconclusive = mostly about -51% to -80%; note: % is set by controls: 0 for no effect and ±100 for the full control effect
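Neuro2A cells (4,500/well, DMEM with 0.5% FBS) were treated with compound at a single 50 µM final concentration, stimulated with 6 nM IGF for 20 min at 37 °C, and lysed. Phospho-Akt Ser473 was read by HTRF as 665/615 ratio ×10^4.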
Nrf2 block: blocks Nrf2 signaling. A549 ARE-Fluc reporter, luciferase luminescence, 18-24 h. 360,000 compounds, 2.1% hits. Potency, µM (titrated, usually from 46 µM), for inactives: at the top dose activity change, negative = inhibition, usual class: inhibitors; note: potency is the fitted concentration of half-maximal effect; % is set by controls: 0 for no effect and ±100 for the full control effect; nearly all actives have a fitted effect of over 60% in size
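A549 ARE_Fluc cells, 5000/well, 5% FBS OPTI-MEM; compounds in dose-response, 18-24 h at 37 °C/5% CO2; CellTiter-Fluor viability read (Ex 405/Em 525), then BugLite luciferase luminescence = Nrf2 activity.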
Nrf2 activator: activators of Nrf2 (ARE) signaling | AREc32 ARE-luciferase reporter (MCF7-derived line), luminescence, 24 h | Potency, µM (highest dose often 46.1 µM), for inactives: top-dose activation, hits mostly activators | 410,000 compounds, 0.31% hits; note: potency is the fitted concentration of half-maximal effect; % of control where 0% means no effect; nearly all actives have a fitted effect of over 65% in size
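AREc32 cells carrying an ARE-driven firefly luciferase reporter were seeded at 1000 cells/well in OPTI-MEM with 5% FBS, then exposed to compound for 24 hr at 37 deg C. Luminescence was read with Steady-Glo after 30 min at RT.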
Abeta rescue: restores growth of yeast expressing A-beta42 peptide | 410,000 compounds, 0.063% hits | Potency, µM (titrated, usually from 46.1 µM), without a hit: at the highest dose growth rescue, actives largely listed as activators | AID 1347071 | yeast expressing A-beta42, growth rescue, OD600, 48 h; response scale: 0% DMSO, 100% iron-clioquinol control; note: potency is the fitted concentration of half-maximal effect; nearly all actives have a fitted effect of over 55% in size
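Yeast A-beta toxicity model in growth medium with pinned compounds, 48 h at 30 C; growth read as absorbance at 600 nm. Normalized to FeCl3/clioquinol equimolar mix (positive) and DMSO (negative).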
Active calls of the source: *; i = inactive; ? = inconclusive; . = no result given; [ ] = dose if it differs, or a comment. Unless noted, calls come from the whole dose curve; as a rule, active = well fitted curve in the direction sought with a large enough effect; inconclusive = small, poorly fitted or top-dose-only effect, or another doubt; inactive = no such curve, though single readings can be large; an effect the other way counts as inactive or inconclusive.

SMILES	HepG2 tox	MmCpn inh	A549 tox	CCT modulator	TGFb inhibitor	Akt phos inh	Nrf2 block	Nrf2 activator	Abeta rescue
Cc1ccc(-c2nc(CSc3nncn4c3cc3occc34)c(C)o2)cc1	-12%	.	-1%	.	2%	.	27%	0.9%	-11%
O=C(Nc1ccc2oc(-c3ccncc3)nc2c1)c1ccc2c(c1)OCCO2	-30%	-1%	1%	-1.8	?	i	?	-0.4%	-11%
O=c1[nH]c2ccccc2cc1CN(Cc1ccco1)S(=O)(=O)c1ccc(F)cc1	-3%	-4%	-8%	1.3	-1%	i	?	-0.5%	1%
Cc1ccnc(NC(=O)CNC(=O)C23CC4CC(CC(C4)C2)C3)c1	-23%	0%	-6%	0.2	-6%	i	17%	-0.8%	?
CCN(CC)C(=O)Cn1cc([N+](=O)[O-])cc1[N+](=O)[O-]	0%	.	-2%	-0.9	-7%	i	8%	-0.2%	13%
Cc1ccc(OCC(=O)Nc2ccccc2[N+](=O)[O-])c(Br)c1	-2%	-4%	0%	-1.8	20%	i	?	7.2%	-12%
CC1=C(C(N)=O)C(c2cccc(O)c2)n2nc(CCCO)nc2N1 (stereo not given)	2%	1%	-14%	0.5	-2%	i	-22%	-0.8%	5%
COc1cccc(-c2nc3ccccc3c(=O)n2NC(=O)c2cccnc2Cl)c1	-2%	1%	0%	0.3	4%	i	-6%	-0.5%	9%
COc1ccccc1C1N(c2ccc(F)cc2)C(=O)C2CCCN21 (stereo not given)	1%	1%	0%	-0.8	0%	i	-5%	-0.9%	7%
CC(C)Cc1nc2oc3c(NCCCN4CCOCC4)ncnc3c2c2c1CCC2	-15%	1%	-6%	-3.4	-29%	i	.	-0.5%	5%
O=C(C1CCCCN1S(=O)(=O)c1ccccc1)N1CCN(Cc2ccccc2)CC1 (stereo not given)	-15%	1%	8%	-1.4	3%	i	17%	-0.3%	-1%
CCn1c(SCC(=O)c2ccccc2)nnc1-c1ccoc1C	-9%	-1%	9%	2.8	6%	i	24%	-0.6%	-14%
O=C(CCCCCn1nnc2ccccc2c1=O)N[C@H](C(=O)O)c1ccccc1	-2%	2%	-1%	1.7	6%	i	5%	-0.6%	0%
Cc1ccc(NC(=O)CCC(=O)Nc2nnc(C3CCCCC3)s2)cc1	-17%	0%	-1%	-1.1	1%	i	2%	-0.7%	3%
COCCN1CN=C(Nc2nc3ccccc3s2)NC1	-17%	1%	-1%	-0.1	2%	i	.	1.1%	23%

Results in CCT modulator (4 entries from above):
molecule | CCT modulator
CC(C)Cc1nc2oc3c(NCCCN4CCOCC4)ncnc3c2c2c1CCC2 | -3.4
O=C(C1CCCCN1S(=O)(=O)c1ccccc1)N1CCN(Cc2ccccc2)CC1 (stereo not given) | -1.4
CCn1c(SCC(=O)c2ccccc2)nnc1-c1ccoc1C | 2.8
O=C(CCCCCn1nnc2ccccc2c1=O)N[C@H](C(=O)O)c1ccccc1 | 1.7

Continued.
SMILES	HepG2 tox	MmCpn inh	A549 tox	CCT modulator	TGFb inhibitor	Akt phos inh	Nrf2 block	Nrf2 activator	Abeta rescue
COc1ccc(OCc2ccc(-c3nc(C#N)c(N4CCC(C)CC4)o3)o2)cc1	4%	.	4%	.	19%	.	-32%	0.9%	10%
O=C(NC1CCN(C(=O)Nc2cccc(F)c2)CC1)c1ccco1	1%	-3%	-8%	-1.2	1%	i	-12%	-0.2%	-3%
COc1ccccc1NC(=O)CSC1=Nc2ccccc2C2=NC(CC(=O)NCc3ccc4c(c3)OCO4)C(=O)N12 (stereo not given)	-15%	.	1%	.	?	.	.	1.0%	-12%
CCOC(=O)CSC1=C(C#N)C(c2ccc3c(c2)OCO3)CC(=O)N1 (stereo not given)	6%	.	-13%	-2.5	-16%	i	?	-0.6%	12%
COc1ccc2c(c1)C(=NNC(=O)c1ccccn1)c1cc(OC)ccc1-2	-33%	0%	14%	-1.1	0%	i	14%	2.0%	-5%
Cc1ccc2nc(/C(C#N)=C\c3cc(C)n(-c4cccc([N+](=O)[O-])c4)c3C)[nH]c2c1	-5%	-3%	?	-0.1	-19%	i	?	3.1%	3%
COc1ccccc1NC(=O)COC(=O)C1CC2C=CC1C2 (stereo not given)	11%	-7%	2%	-4.3	9%	i	0%	0.1%	-8%
CC(C)CNc1ncnc2c1ncn2[C@H]1CN(Cc2ccc(Cl)cc2)C[C@@H](CO)O1	-22%	.	.	-2.0	2%	i	.	6.4%	-4%
O=C(c1ccc(C(F)(F)F)cc1)N1CCC(=O)N([C@H](COCc2ccccc2)Cc2ccccc2)CC1	.	.	.	1.5	.	i	.	4.8%	-3%
CCN(Cc1ccccc1)C(=O)c1ccc(CS(=O)c2ccccc2C)o1 (stereo not given)	2%	-3%	-1%	-1.0	6%	i	-10%	0.4%	4%
CCSc1nnc(NC(=O)c2ccc3nc[nH]c3c2)s1	2%	-2%	1%	0.6	19%	i	21%	3.4%	-10%
Cn1c(NCc2cccnc2)nc2cc(-c3ccc(F)cc3)sc2c1=O	2%	.	.	-1.4	17%	i	.	4.1%[9.22 µM]	27%
COc1ccc(CCNc2nc(-c3ccc(OC)c(OC)c3)cc(C(F)(F)F)n2)cc1OC	-21%	.	4%	.	?	.	15%[9.27 µM]	2.4%	1%
CCOc1ccc(N(CC)S(=O)(=O)c2cc(Br)cc3c2N(C(C)=O)C(C)C3)cc1 (stereo not given)	-55%	.	-9%	.	10µM*	.	?	0.6%	-4%
CCN(CC)CC(=O)NC1CC(C)(C)Cc2c1cnn2-c1ccc(F)cc1 (stereo not given)	-1%	0%	-2%	-0.8	6%	i	-1%	0.8%	5%

Entries listed so far that bear a hit mark in TGFb inhibitor:
Molecule,MmCpn inh,CCT modulator,TGFb inhibitor,Akt phos inh
CCOc1ccc(N(CC)S(=O)(=O)c2cc(Br)cc3c2N(C(C)=O)C(C)C3)cc1 (stereo not given),.,.,10µM*,.

Molecules above that have bromine (two):
SMILES	HepG2 tox	MmCpn inh	A549 tox	CCT modulator	TGFb inhibitor	Akt phos inh	Nrf2 block	Nrf2 activator	Abeta rescue
Cc1ccc(OCC(=O)Nc2ccccc2[N+](=O)[O-])c(Br)c1	-2%	-4%	0%	-1.8	20%	i	?	7.2%	-12%
CCOc1ccc(N(CC)S(=O)(=O)c2cc(Br)cc3c2N(C(C)=O)C(C)C3)cc1 (stereo not given)	-55%	.	-9%	.	10µM*	.	?	0.6%	-4%

Looked up above:
`CCN(Cc1ccccc1)C(=O)c1ccc(CS(=O)c2ccccc2C)o1` (stereo not given) | CCT modulator: -1.0
`CCOC(=O)CSC1=C(C#N)C(c2ccc3c(c2)OCO3)CC(=O)N1` (stereo not given) | HepG2 tox: 6%

The results go on.
SMILES	HepG2 tox	MmCpn inh	A549 tox	CCT modulator	TGFb inhibitor	Akt phos inh	Nrf2 block	Nrf2 activator	Abeta rescue
COc1ccc(C(CC(=O)NCC(OC)OC)NS(=O)(=O)c2ccc(Cl)cc2)cc1 (stereo not given)	-1%	-1%	-2%	-0.5	-18%	i	-3%	0.1%	-15%
COc1ccc(NC(=O)COc2ccc(N(C)S(=O)(=O)c3ccc(C)cc3)cc2)cc1	-3%	-1%	-10%	-0.6	-27%	i	?	3.5%	15%
Cc1ccc(Cn2c(SCc3ccc(C(=O)N4CCCCC4)cc3)nc3ccncc32)cc1	-33%	.	-16%	.	11µM*	.	?	-0.1%	-3%
COc1cc(OC)cc(C(=O)NC2CCCN(Cc3ccc(Cl)cc3)C2)c1 (stereo not given)	-6%	0%	-2%	-2.4	-1%	i	6%	-0.1%	6%
O=C(NC1CC2CCCC(C1)N2Cc1ccco1)NC12CC3CC(CC(C3)C1)C2 (stereo not given)	1%	-1%	-19%	-0.2	3%	i	22%	0.3%	9%
CCC(C)c1ccccc1N1CC(C(=O)Nc2ccccc2N2CCCC2)CC1=O (stereo not given)	25%	-3%	-9%	-0.2	-4%	i	1%	-0.4%	-6%
O=C(CN1CCN(c2ncccn2)CC1)N1CCCC1	10%	-3%	9%	-2.5	-2%	i	17%	-0.6%	-9%
Cc1nc2nc(C)c(NS(=O)(=O)c3ccc(Cl)cc3)c(=O)n2[nH]1	10%	2%	?	1.0	0%	i	9%	3.0%	-2%
COc1cc(NC(=O)c2ccc3c(c2)OCO3)ccc1NC(=O)C(C)C	-16%	0%	5%	1.4	15%	-115%*	?	1.7%	-19%
O=C1c2ccccc2C(=O)N1CN(C(=O)COc1ccc(Cl)cc1Cl)c1cccc(F)c1	-3%	3%	1%	-0.1	?	i	6%	-0.8%	14%
O=C(NCCc1ccc(Cl)cc1)c1cc2c(s1)-c1ccccc1OC2	-7%	.	0%	.	14%	.	?	-1.5%	-22%
COc1ccccc1N1CCN(CC(O)COc2ccc3c(c2)CCC3)CC1 (stereo not given)	-25%	-1%	-14%	1.3	1%	i	-13%	0.6%	-2%
CN(CC(=O)NCc1cccs1)S(=O)(=O)c1cccc2nsnc12	1%	?	-3%	2.9	4%	i	17%	-0.5%	0%
Cc1ccc(C(=O)Cn2nnc3ccccc32)cc1	10%	1%	-1%	1.1	17%	.	?	-0.3%	17%
NC(=S)N/N=C1\c2ccccc2-c2c(C(=O)O)cccc21	0%	-5%	3%	1.8	9%	i	23%	-0.2%	-16%
CN(C)CC(C)(C)CNS(=O)(=O)c1ccc(Cl)s1	-4%	1%	6%	2.2	0%	i	9%	-0.2%[9.22 µM]	-7%
